dFosB activator: activators of delta FosB homodimer, primary screen, biochemical, fluorescence polarization, TAMRA-CDK5 oligo, single point; Protein FosB (Mus musculus), P13346; purified delta FosB; percent of positive-control signal above neutral wells; activation, % at 25 µM; 340,000 compounds, 0.99% hits;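 active means mean activation above about 17%, with every replicate also reaching it, limit read from the data, passing the limit was not always enough; inconclusive means only one of the two conditions met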;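 further: fluorescence polarization rise as delta FosB binds a TAMRA Cdk5 AP-1 oligo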
MITF TRPM1 HTS: activators of MITF-driven TRPM1 promoter reporter, primary screen, cell-based, SK-MEL-5, luciferase, single point. SK-MEL-5 TRPM1-promoter luciferase, 24 h; % of positive control, neutral wells = 0. 300,000 compounds, 0.75% hits. activation, % at 12.5 µM;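 active means mean activation of at least 80% with every replicate also reaching 80%; inconclusive means mean reaches 80% but some replicate falls short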;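 further: 0% = neutral control wells and 100% = parthenolide positive control wells; values of inactives mirror those of a sister screen read the other way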
PvdQ acylase: P. aeruginosa PvdQ acylase inhibitors, primary screen, biochemical, fluorescence, plate reader and imaging, single point | PvdQ acylase [Pseudomonas aeruginosa LESB58] | purified PvdQ acylase | inhibition, % at 10 µM | 340,000 compounds, 0.063% hits | AID 488965, 2010; in the data active means inhibition above about 30%, passing the limit was not always enough; inconclusive means no clear call, values can overlap the other calls;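 further: 0% = vehicle neutral wells and 100% = reference inhibitor wells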
SR-BI DiI-HDL act: activators of SR-BI mediated DiI-HDL uptake, primary screen, ldlA[mSR-BI] CHO cells, DiI fluorescence; 3 h; 100 = double the neutral-control signal; activation, % at 12.5 µM; 320,000 compounds, 0.096% hits;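 active means mean replicate activation of at least 60% and every replicate at or above 60%; inconclusive means mean or all-replicate condition met, but not both; inactive means mean below 60% and not all replicates reaching 60%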;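 further: 0% = median plate neutral-control signal and 100% = twice that signal; values of inactives mirror those of a sister screen read the other way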
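Test system: SR-BI-overexpressing, LDLR-lacking CHO cells. Measured by: DiI fluorescence, bottom read. Medium: Ham's F12 with 0.5% BSA, HEPES 25 mM, pH 7.4. Timing: 3 h uptake period with compound, 37 °C.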
SR-BI DiI inh: inhibitors of SR-BI mediated HDL lipid uptake, primary screen, ldlA[mSR-BI] cells, fluorescence, single point; Scavenger receptor class B member 1 (Mus musculus), Q61009; ldlA[mSR-BI] CHO cells, DiI-HDL uptake fluorescence, 3 h; inhibition, % at 12.5 µM; 320,000 compounds, 0.96% hits;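 active means mean replicate inhibition of at least 70% and a set share of replicates each scoring 70 or more; inconclusive means meets just one of the two criteria; inactive means fails both criteria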;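 further: 0% = median of neutral control wells and 100% = median of positive control wells; values of inactives mirror those of a sister screen read the other way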
Target sequence (Q61009 whole entry, looked up): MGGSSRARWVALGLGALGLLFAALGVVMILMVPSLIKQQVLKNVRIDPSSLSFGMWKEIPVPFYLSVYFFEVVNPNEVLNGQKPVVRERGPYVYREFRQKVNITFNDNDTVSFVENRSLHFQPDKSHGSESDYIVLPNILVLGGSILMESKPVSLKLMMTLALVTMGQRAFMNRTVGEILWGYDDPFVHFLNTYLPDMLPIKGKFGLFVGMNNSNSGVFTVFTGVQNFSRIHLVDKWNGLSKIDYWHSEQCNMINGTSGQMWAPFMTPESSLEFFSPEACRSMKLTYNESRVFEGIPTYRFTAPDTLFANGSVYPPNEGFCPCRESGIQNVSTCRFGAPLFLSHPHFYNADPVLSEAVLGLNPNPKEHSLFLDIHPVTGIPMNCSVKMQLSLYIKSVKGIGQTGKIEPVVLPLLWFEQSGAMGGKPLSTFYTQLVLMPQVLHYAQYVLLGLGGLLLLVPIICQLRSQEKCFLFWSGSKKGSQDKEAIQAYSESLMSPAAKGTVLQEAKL
CAL PDZ FP-1: CAL PDZ peptide-binding inhibitors, primary screen, biochemical, fluorescence polarization, Cer-tagged CAL PDZ, HTS. Golgi-associated PDZ and coiled-coil motif-containing protein (Homo sapiens), Q9HD26. purified CAL PDZ, TMR-peptide fluorescence polarization, 1 h. inhibition, % at 20 µM. 330,000 compounds, 0.02% hits. AID 504414, 2011;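 active means highest replicate inhibition of at least 40%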;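 further: plate controls were DMSO neutral control wells for no effect and unlabeled competitor peptide control wells for full effect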
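material = purified tagged CAL PDZ domain construct (CerCALP) | compound dosing = 20 µM, one dose | times = 1 h at RT | measured by = fluorescence polarization from S- and P-plane intensities, G-factor corrected | read-out = inhibition from polarization loss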
NSD2 inh: NSD2 histone methyltransferase inhibitors, primary screen, biochemical, AlphaScreen, single concentration, set 2. 310,000 compounds, 0.54% hits. inhibition, % at 12.5 µM. NSD2 peptide methylation, 120 min. AID 743445, 2014. Histone-lysine N-methyltransferase NSD2 (Homo sapiens), O96028; in the data active means inhibition above about 50%
CAL PDZ FP-2: untagged CAL PDZ binding inhibitors, primary screen, biochemical, fluorescence polarization, HTS; purified CAL PDZ, TMR-peptide fluorescence polarization, 1 h; inhibition, % at 24.9 µM; 300,000 compounds, 0.92% hits; AID 602252, 2012;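 active means mean inhibition of at least 30% with at least half of replicates also reaching 30%; inconclusive means no clear call, values can overlap the other calls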;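 further: 0% = DMSO neutral control and 100% = excess unlabeled competitor peptide PRC23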
PfHsp90 set2: growth inhibition of PfHsp90-expressing yeast, primary screen, antimalarial PfHsp90 inhibitor project, S. cerevisiae, BacTiter-Glo luminescence, single point, set 2; AID 504621, 2011; 310,000 compounds, 0.32% hits; inhibition, % at 9.4 µM; BacTiter-Glo ATP, 48 h; yeast lacking PDR1 and PDR3 efflux regulators;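 active means every replicate shows inhibition above about 80%, whatever the replicate mean, limit read from the data; inconclusive means mean inhibition reaches the set limit but some replicate falls short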;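 further: 0% = DMSO neutral controls and 100% = 20 µM radicicol positive controls; yeast relying on Plasmodium falciparum Hsp90 in place of its own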
Rtt109 HAT inh: inhibitors of C. albicans Rtt109/Vps75 HAT, primary screen, biochemical, ThioGlo CoA-SH fluorescence, plate reader; purified Rtt109/Vps75, 4 h; inhibition, % at 34.9 µM; 330,000 compounds, 0.16% hits; AID 540336, 2011;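 active means inhibition of at least 50% in every replicate; inconclusive means best replicate reaches 50% inhibition but some replicates fall short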
Target sequence (Q5AAJ8 whole entry, looked up): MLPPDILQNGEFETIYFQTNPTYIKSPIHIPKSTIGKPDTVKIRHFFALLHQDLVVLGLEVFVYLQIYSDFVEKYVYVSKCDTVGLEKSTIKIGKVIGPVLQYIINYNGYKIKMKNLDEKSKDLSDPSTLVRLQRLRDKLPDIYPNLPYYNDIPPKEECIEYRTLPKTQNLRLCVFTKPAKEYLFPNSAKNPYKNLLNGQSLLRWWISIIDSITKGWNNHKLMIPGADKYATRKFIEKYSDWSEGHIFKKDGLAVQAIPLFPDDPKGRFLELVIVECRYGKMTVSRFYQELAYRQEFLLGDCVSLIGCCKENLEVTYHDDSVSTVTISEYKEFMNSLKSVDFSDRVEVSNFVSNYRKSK
An asterisk follows results filed as active; ? = inconclusive; nt = not tested or not shown. Rows are unselected; any-hit rate near 4.3%.

SMILES	dFosB activator	MITF TRPM1 HTS	PvdQ acylase	SR-BI DiI-HDL act	SR-BI DiI inh	CAL PDZ FP-1	NSD2 inh	CAL PDZ FP-2	PfHsp90 set2	Rtt109 HAT inh
O=C(Cn1cnc2ccccc2c1=O)Nc1ccc(S(=O)(=O)N2CCOCC2)cc1	-7	6	-8	1	-1	-0.1	-1	-6	9	-2
COc1ccc(C(O)Cn2ccsc2=NC(C)=O)cc1 (stereo unspecified)	-8	8	-5	-7	7	-2.0	22	-3	15	-24
Cc1ccc(C)c(NC(=S)NCc2cccs2)c1	-7	0	-1	-31	31	-2.2	-3	2	-2	-7
C=CCN(c1ccccc1)S(=O)(=O)c1cccc(C(=O)Nc2nnc(SCC)s2)c1	5	2	2	-5	5	-2.3	-4	-4	1	16
COc1cccc(N2CCN(C(=O)C3CCCN(S(=O)(=O)c4cnc[nH]4)C3)CC2)c1 (stereo unspecified)	-1	5	-27	7	-7	-1.3	nt	-6	0	3
COc1ccc(CC(=O)N/N=C(\C)c2cccnc2)cc1OC	1	-5	7	19	-19	-0.3	-2	-4	-13	13
COc1ccc(N2CCN(CCCNC(=O)C3CCCN(S(=O)(=O)c4c(C)n[nH]c4C)C3)CC2)cc1 (stereo unspecified)	-10	1	-8	0	0	-1.9	0	-1	-34	5
CCN(CC(=O)NC1CCS(=O)(=O)C1)C(=O)COc1ccccc1-c1ccccc1 (stereo unspecified)	-2	nt	-5	34	-34	-2.0	-3	0	-11	0
CCN1CCN(C(=O)CCc2nc3ccccc3n2-c2ccccc2)CC1	-11	-6	-10	-15	15	-0.8	4	5	4	9
O=C(CSc1nc2ccccc2s1)N/N=C/c1ccc(C(=O)O)cc1	-3	0	4	1	-1	-1.2	0	-5	-10	nt
CC1CC(C)CN(CCCNC(=O)c2c(O)nc3ccccn3c2=O)C1 (stereo unspecified)	-1	-2	-13	38	-38	-1.0	-1	-3	nt	-6
CCN(c1ccccc1)S(=O)(=O)c1ccc(OC)c(NC(=O)Cn2cnc3c2c(=O)n(C)c(=O)n3C)c1	-5	10	-6	8	-8	-4.1	-1	-3	-4	9
CC(=O)c1ccc(NC(=O)C(C)Sc2nnc3ccccn23)cc1 (stereo unspecified)	3	12	-10	0	0	-1.9	-2	-5	7	1
CCCC(=O)Nc1ccc(-c2csc(-c3cccnc3)n2)cc1	-11	25	-12	-61	61	-1.8	-4	nt	-21	-7
O=S(=O)(NCCN1CCOCC1)c1ccc(Cl)c(Cl)c1	-1	1	15	19	-19	-0.5	-2	1	-3	?
O=C(ON=C1CCN(S(=O)(=O)c2ccccc2)CC1)c1cccc(Cl)c1	-1	nt	-7	?	-279	-1.7	0	1	nt	13
Cc1c(Cl)c([N+](=O)[O-])nn1CCCC(=O)NC1CCCCC1	7	-7	-17	nt	nt	0.2	-10	-3	2	2
O=C(Nc1cc2ccccc2oc1=O)C1CCCCC1	0	34	6	20	-20	-1.7	nt	-1	-9	33
Cn1cccc1Cc1nnc(SCC(=O)N2CCCc3ccccc32)n1-c1ccc(F)cc1	1	0	-16	-21	21	-0.2	nt	-1	1	0
O=C(CN1C(=O)NC2(CCCCCCC2)C1=O)NCc1ccc2c(c1)OCO2	-13	5	-16	-9	9	-1.5	3	-2	9	-9
CN(Cc1ccccc1Br)C(=O)CN1C(=O)NC2(CCCCCC2)C1=O	-10	-5	-21	13	-13	-0.4	0	39*	-1	-3
COc1cc(C2C3=C(COC3=O)Oc3cc4c(cc32)OCO4)cc(OC)c1OC(C)=O (stereo unspecified)	-5	-55	-13	-10	10	-1.0	-2	-4	-4	0
CC(=O)Nc1ccc(S(=O)(=O)NCc2nc(-c3ccccc3Cl)no2)cc1	3	nt	-16	nt	nt	0.4	5	-6	4	-21
Oc1ccccc1-c1ccn[nH]1	-3	15	-10	7	-7	-1.2	nt	0	4	5
CCOc1cc(C(=O)Nc2cc(C)ccc2OC)ccc1OCC(=O)N1CCCCC1	-7	4	7	-59	59	0.2	1	1	14	-5
CCC(=O)Nc1ccc(NC(=O)CSc2nnc(-c3ccco3)n2CC)cc1	-6	-2	-5	nt	nt	-1.5	-1	nt	-17	-6
CCC(C)c1ccc(OCC(=O)Nc2ccc3c(c2)C(=O)NC3=O)cc1 (stereo unspecified)	3	7	-13	12	-12	-2.6	-1	-4	17	-5
CCOC(=O)C1CCCN(C(=O)C2CCN(S(=O)(=O)N3CCC4(CC3)OCCO4)CC2)C1 (stereo unspecified)	-1	-3	3	17	-17	0.2	-1	2	16	-2
CC(=O)c1cccc(NC(=O)C(C)OC(=O)CCCN=C2NS(=O)(=O)c3ccccc32)c1 (stereo unspecified)	-7	-4	-14	20	-20	-1.7	26	-4	4	-30
COc1ccc(-c2cccc3c2NC(=O)C3=O)cc1OC	1	8	-11	2	-2	0.0	nt	-4	7	-4
Cc1cccnc1NC(=O)C1CCCN(S(=O)(=O)c2ccc3c(c2)oc(=O)n3C)C1 (stereo unspecified)	0	nt	-2	3	-3	-1.4	nt	nt	13	8
O=C(Nc1ccc(Br)cc1F)c1sccc1-n1cccc1	-6	-12	-7	-53	53	-0.9	4	-1	nt	-9
Cc1nn(C(C)(C)C)c(NC(=O)c2ccccc2)c1C#N	3	3	-2	7	-7	-3.9	8	-1	-5	nt
CCOC(=O)C1=C(C)NC(=O)CC1c1cc2c(cc1[N+](=O)[O-])OCO2 (stereo unspecified)	2	-3	-4	19	-19	-0.4	-1	0	-17	3
COC(=O)C1CCN(CC(=O)Nc2ccccc2Sc2ccccc2)CC1	-11	7	-8	0	0	-2.4	-4	-1	-1	1
COC(=O)c1nnn(-c2cccc(Cl)c2)c1C(=O)OC	2	3	-6	2	-2	0.1	-1	-1	14	-7
CCS(=O)(=O)N1CCC(NC(=O)c2ccco2)CC1	-6	nt	-2	36	-36	-0.4	-1	-1	nt	3
O=C(Nc1cccc(C(F)(F)F)c1)C12CC3CC(CC(C3)C1)C2	5	6	21	2	-2	-1.2	10	-3	-2	-7
CCN(CC(=O)Nc1cc(Cl)ccc1C)C(=O)c1oc2ccc(OC)cc2c1C	-6	21	-11	-30	30	-0.6	-6	-2	-4	3
NC(=O)c1cccc2c3c([nH]c12)CCCC3	-5	12	-10	nt	-10	-0.3	-2	0	18	-27
Fc1ccccc1OCCCN1CCOCC1	8	1	-5	?	-60	1.5	2	-3	4	0
O=C(CSc1ccc(Cl)cc1)Nc1ccccc1Oc1ccccc1	5	17	5	5	-5	0.1	1	-6	-6	2
O=C(NCCc1ccccc1)c1ccc(Cl)cc1[N+](=O)[O-]	-1	57	-9	nt	nt	-0.5	1	4	6	-8
[N-]=[N+]=NC[C@H](c1ccccc1)N1CCN(Cc2ccccc2)CCC1=O	-2	3	-8	0	0	0.8	nt	5	-3	-6
CCOc1ccc2nc(SCC#N)c(C#N)cc2c1	0	-6	6	nt	43	0.0	0	2	18	-10
COc1ccc(/C=C/C(=O)OCC(=O)Nc2ccc(N3CCOCC3)cc2)cc1OC	-6	7	1	-39	39	0.6	-1	6	-18	0
O=C(N/N=C/c1cc(Br)c(Br)o1)C(O)c1ccccc1 (stereo unspecified)	-8	1	12	-9	9	-1.8	15	-2	1	9
Cc1cc2c(cc1C)N(C(=O)CN1C(=O)c3ccccc3C1=O)C(C)(C)c1ssc(=S)c1-2	-7	-3	0	-11	11	-0.5	4	-2	-28	15
CCOC(=O)c1oc2ccccc2c1CN1CCN(C(=O)c2ccccc2)CC1	-4	-18	-9	-4	4	0.0	nt	-3	18	3
CCOC(=O)c1cc(-c2ccccc2)nn1CC1CC(c2cccc([N+](=O)[O-])c2)=NO1 (stereo unspecified)	2	-3	2	-8	8	-1.5	nt	2	0	5
Later entries.
SMILES	dFosB activator	MITF TRPM1 HTS	PvdQ acylase	SR-BI DiI-HDL act	SR-BI DiI inh	CAL PDZ FP-1	NSD2 inh	CAL PDZ FP-2	PfHsp90 set2	Rtt109 HAT inh
CCOc1ccc(-n2c(C)nc3cc(C(=O)NCc4ccc5c(c4)OCO5)ccc32)cc1	-5	-6	5	-22	22	-4.8	0	-3	9	-1
Cc1ccc(-c2cc(C(=O)NCCCN3CCOCC3)c3ccc(Cl)c(C)c3n2)cc1	-1	-3	-2	nt	36	-1.4	2	-2	31	9
COc1ccc(S(=O)(=O)N2CCOCC2)cc1NS(=O)(=O)c1ccc(F)c(F)c1	1	-3	17	6	-6	-0.8	0	1	nt	-10
CCOC(=O)c1nccnc1C(=O)Nc1ccc(C(F)(F)F)cc1	1	4	3	32	-32	-0.6	1	-6	33	2
Cc1cc(OCC(=O)NNC(=S)NCC2CCCO2)cc(C)c1Cl (stereo unspecified)	-3	12	-2	nt	-5	-0.1	2	3	-6	-2
COc1ccc(OC)c(C(c2nnnn2C2CCCC2)N2CCN(c3ccc(F)cc3)CC2)c1 (stereo unspecified)	-4	-6	-12	2	-2	-0.2	17	nt	0	-7
Cc1ccc(Nc2ccc(N3CCN(c4ccc([N+](=O)[O-])cc4)CC3)nn2)cc1	-3	7	-12	nt	nt	0.4	-3	-7	5	-9
CCc1nnc(NC(=O)CN2CCN(Cc3ccc(F)cc3)CC2)s1	3	nt	15	10	-10	-0.2	4	-3	-20	-9
Cc1cc(N2CCN(C(=O)c3ccco3)CC2)n2nc(-c3cccc(Cl)c3)cc2n1	5	-8	6	-49	49	-2.2	-2	-1	-5	4
COc1ccccc1N(C(=O)c1ccco1)C(C(=O)NC1CCCC1)c1cccs1 (stereo unspecified)	-16	-2	6	nt	nt	-3.1	-2	-3	13	14
COc1ccc(C(=O)OCC(=O)NCC2CCCCC2)cc1S(=O)(=O)N1CCCc2ccccc21	0	-10	12	8	-8	0.5	-1	2	2	-2
